# Compound activity (PubChem)
# Lipid storage S3 – qHTS Assay for Lipid Storage Modulators in Drosophila S3 Cells. 0.64% of 320,000 active. lipid storage change, negative = inhibition, % at the top dose, mostly 46.1 µM; hits show Potency in µM. Drosophila S3 cells, BODIPY lipid droplet fluorescence, 18-24 h; cells fed with added oleic acid; active = well fitted inhibition curve with a large enough effect in the signal ratio, with a control signal flat, not every such curve was filed as active; inconclusive = small, poorly fitted or top-dose-only effect, or effect the other way, or a change in a side signal; the % refers to the signal ratio
#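 Drosophila S3 cells got compounds at several concentrations plus oleic acid (400 uM solution). Laser-scanning cytometry with 488 nm excitation read lipid droplets at 500-530 nm and cells at 575-640 nm. Percent activity was relative to 20 uM Triacsin C.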
# Lipid storage S3 cell count max – second read-out of Lipid storage S3, no call of its own (marks repeat the call); cell number change, %; measured here: cell count max response;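 cells counted by Cell Tracker Red CMTPX staining in the red channel; peak over a dose series mostly up to 46.1 µM; percent activity relative to internal control wells on each plate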
# Numbers without * were called inactive; i = inactive; ? = inconclusive; · = not tested or not shown. % is set by controls: 0 for no effect and ±100 for the full control effect; potency is the fitted concentration of half-maximal effect.
Compound	Lipid storage S3	Lipid storage S3 cell count max
Cc1cccc(Nc2nc(N)c([N+](=O)[O-])c(N3CCCC(C)C3)n2)c1 (configuration not stated)	?	·
Cc1nc(Nc2ccc(S(=O)(=O)N3CCCC3)cc2)c2nnn(Cc3ccccc3)c2n1	i	-9
Cc1cc(NC(=O)c2cccc(COc3ccc(Br)cc3)c2)no1	?	·
O=C(c1cccnc1)C1CCCN(Cc2nc(Cc3ccccc3)no2)C1 (configuration not stated)	4%	11
CCCCN(C(=O)Nc1ccc(OCC)cc1)C1CCN(C(C)=O)CC1	5%	-12
Cn1c(=O)c2ncn(CC(=O)Nc3ccc(N4CCOCC4)cc3)c2n(C)c1=O	i	9
CC1(C)Cc2nc3oc4c(NCCCN5CCOCC5)ncnc4c3cc2CO1	0%	18
CCOC(=O)C(Cc1ccccc1)C(=O)NCc1ccccc1 (configuration not stated)	14%	-10
COc1ccc(CCNC(=O)Cn2c(=O)[nH]c3ccsc3c2=O)cc1OC	0%	-10
CCOc1ccc(-c2nc(CSCC(=O)N3CCN(C(=O)c4ccco4)CC3)c(C)o2)cc1	?	·
COCCN(Cc1nc2ccccc2c(=O)[nH]1)C(=O)COc1cccc(C(C)=O)c1	?	·
COc1ccc(-n2cc(CNCc3cccnc3)c(-c3cccc(F)c3)n2)cc1	-12%	1
O=C1CCC(C(=O)N2CCN(c3ccccc3)CC2)CN1CC1CCCCC1 (configuration not stated)	?	·
CCOc1ccc2ccccc2c1C(=O)N[C@@H]1C(=O)N2[C@@H]1SC(C)(C)[C@@H]2C(=O)O	?	-7
COc1ccc(CNC(=O)CCS(=O)(=O)c2ccc3c(c2)NC(=O)CS3)cc1	?	·
Clc1cc2nc3ccccn3c2cc1Cl	?	·
Cc1ccc(S(=O)(=O)c2cc3c(=O)n4ccccc4nc3n(C3CCCCC3)c2=N)cc1	i	15
CC1(C)CC(=O)c2c(O)cc(OCC(=O)Nc3ccc(S(N)(=O)=O)cc3)cc2O1	-24%	-7
CCCn1nnnc1SCC(=O)N1C(C)CCCC1C (configuration not stated)	?	·
COc1cccc(C=Nc2ccccc2C#N)c1O	?	·
O=C(O)COc1ccccc1/C=N/NC(=O)Cc1ccccc1	i	-24
Cc1cccnc1NC(=O)C(C)Oc1ccccc1 (configuration not stated)	?	·
N#Cc1ccccc1S(=O)(=O)N1CCN(C(=O)[C@@H]2CCCN2C(=O)c2cccs2)CC1	?	·
COc1ccc(NC(=O)c2ccccc2)cc1NS(=O)(=O)c1ccc(F)cc1	?	·
COc1ccc(C)cc1NC(=O)CNC(=O)c1sc2ccccc2c1Cl	?	·
C=CCc1ccccc1OCC(O)CNC1CCCC1 (configuration not stated)	?	·
CC(=O)OCC1OC(OC(C)=O)C(NC(=O)Cc2ccccc2)C(OC(C)=O)C1OC(C)=O (configuration not stated)	0%	0
Nc1ccc(SC(F)(F)F)cc1	?	·
c1ccc(CSc2nnc(-c3c[nH]c4ccccc34)o2)cc1	?	·
COc1ccccc1OCC(=O)NNc1c2ccccc2nc2ccccc12	?	·

# (cont.)
Compound	Lipid storage S3	Lipid storage S3 cell count max
COc1ccc(/C=C2\SC(=O)N(CCNC(=O)C3CCN(S(=O)(=O)c4cccs4)CC3)C2=O)cc1	?	·
COc1ccccc1C(=O)c1nc2ccccc2n1C	-6%	·
CCOC(=O)c1csc(-c2ccc3c(c2)CCO3)n1	4%	4
O=C1COc2ccc(C(=O)COC(=O)/C=C/c3ccco3)cc2N1	?	·
COCC(C)n1c(C)cc(C(=O)COC(=O)c2n[nH]c3ccccc23)c1C (configuration not stated)	?	·
CC(C)CC(=O)Nc1nnc(CSCc2ccc(F)cc2)s1	0%	-2
O=C(c1cnn2c(C(F)F)cc(-c3ccccc3)nc12)N1CCSCC1	12%	-11
CN(CCOc1ccc(-c2ccn(S(=O)(=O)c3ccc(Cl)cc3)n2)cc1)c1ccccn1	?	·
O=C(Nc1ccncc1)c1ccccc1[N+](=O)[O-]	?	·
O=C(CSc1nc(C2CC2)nc2ccccc12)Nc1cccc(O)c1	?	·
Cc1ccc(S(=O)(=O)NC(C)C(=O)Nc2cccc([N+](=O)[O-])c2)cc1 (configuration not stated)	?	·
CN(CC(=O)Nc1cccc(F)c1)C(=O)c1cccnc1Sc1ccccc1Cl	?	·
O=C1C2C3C=CC(c4ccccc4)(C2C(=O)N1c1cccc(Cl)c1)C1C(=O)N(c2cccc(Cl)c2)C(=O)C31 (configuration not stated)	-13%	-14
CCN(C(=O)c1cc2cc(OC)ccc2oc1=O)c1cccc(C)c1	?	·
Cc1ccc(S(=O)(=O)/N=C(\CN2CCOCC2)N2CCCC2)cc1	?	·
Cc1ccc(C(NC(=O)N2CCOCC2)=C(Cl)Cl)cc1F	?	·
Cc1ccc2c(c1)Cc1nc3ccccc3nc1-2	4%	11
CCC1Oc2ccc(C)cc2N(CC(=O)N(Cc2ccc(C)o2)C2CCCC2)C1=O (configuration not stated)	-5%	-7
COc1ccc(CN(Cc2ccc(OC)cc2)S(=O)(=O)c2ccc(-n3cnnn3)c(C)c2)cc1	-12%	0
COc1ccc(CC(=O)NCc2nnc(SCC(=O)Nc3nccs3)n2C)cc1	?	·
Cc1ccc(NC(=O)CN(C)S(=O)(=O)c2cccs2)c(Br)c1	?	·
CCN(CC(=O)Nc1sc2c(c1C#N)CCCC2)Cc1nc2ccccc2c(=O)[nH]1	?	·
O=C(CCCCn1c(=O)c2ccccc2n(CC(=O)NC2CCCC2)c1=O)NC1CCCC1	0%	1
CC(C)CN1C(=S)SC(C)(C)C1n1oc(=O)n(-c2ccc(Cl)cc2)c1=O (configuration not stated)	?	·
O=C(NC(=S)Nc1cccc([N+](=O)[O-])c1)c1ccco1	19%	-2
COc1ccc(NS(=O)(=O)NC(=O)c2c[nH]c3ccccc23)cc1	5%	·
O=C1COc2ccccc2CN1	8%	7
Cc1cccc(C)c1NC1=C(Cl)C(=O)OC1OC(=O)c1ccccc1 (configuration not stated)	1%	1
CC1CCc2nc(NC(=O)CCSc3ccccc3)sc2C1 (configuration not stated)	8%	-26
CC(=O)Nc1c(O)nc(SCC(=O)N2CCCCC2)[nH]c1=O	14%	-10

# The list goes on; it opens with the 6 that closed the last part.
Compound	Lipid storage S3	Lipid storage S3 cell count max
O=C(NC(=S)Nc1cccc([N+](=O)[O-])c1)c1ccco1	19%	-2
COc1ccc(NS(=O)(=O)NC(=O)c2c[nH]c3ccccc23)cc1	5%	·
O=C1COc2ccccc2CN1	8%	7
Cc1cccc(C)c1NC1=C(Cl)C(=O)OC1OC(=O)c1ccccc1 (configuration not stated)	1%	1
CC1CCc2nc(NC(=O)CCSc3ccccc3)sc2C1 (configuration not stated)	8%	-26
CC(=O)Nc1c(O)nc(SCC(=O)N2CCCCC2)[nH]c1=O	14%	-10
Cn1nnnc1Sc1ncnc2scc(-c3cccc(F)c3)c12	?	·
COc1ccccc1CNC(=S)NCc1ccc(Cl)cc1	?	·
S=C(Nc1ccc(Cl)cc1)Nc1ccc2c(c1)OCCO2	-14%	-10
Cc1cc2ncn(C(=O)N3CCOCC3)c2cc1C	?	·
COc1ccc(NC(=O)c2cc3c(Cl)nc4ccccc4c3s2)c(OC)c1	?	·
Cc1ccc2nc(-c3ccc(N4C(=N)SC5CS(=O)(=O)CC54)cc3)sc2c1 (configuration not stated)	-10%	-4
CSc1ccc(/C=C(\NC(=O)c2ccco2)C(=O)N2CCCCC2)cc1	?	·
CCCOC(=O)c1ccc(N2C(=O)c3ccccc3C2=O)cc1	?	·
O=C(NCc1ccc2[nH]c3c(c2c1)CCCC3)N1CCOCC1	-2%	0
C=CCc1cccc(CNc2ccc(S(=O)(=O)Nc3nccnc3OC)cc2)c1O	i	-11
O=C(CCN1C(=O)[C@@H]2Cc3ccccc3CN2C1=O)NCCc1ccccc1	?	·
COc1cccc(/C=N/NC(=O)c2[nH]nc3c2CCc2ccccc2-3)c1O	?	·
CCOC(=O)CN1C(=O)C(CC)Oc2ccc(Cl)cc21 (configuration not stated)	?	·
O=[N+]([O-])c1ccc(COc2ccc(-c3[nH]ncc3-c3ccc(Cl)cc3)c(O)c2)cc1	?	·
N#C/C(=N\Nc1ccccc1)C(=N)N1CCCCCC1	13%	7
O=C(c1ccccc1Cl)N1CCSCC1	-6%	3
CCOC(=O)CC(NC(=O)Cn1nnc(-c2ccccc2)n1)c1ccc(OC)cc1 (configuration not stated)	13%	17
Cc1ccc(C)c(N2C(=O)CC(Cc3ccc(Cl)cc3)C2=O)c1 (configuration not stated)	12%	-11
CCN(CC)S(=O)(=O)c1cc(C(=O)Nc2ccncc2)ccc1Cl	-12%	·
C=CCN(CC=C)C(=S)NC(=O)/C=C/c1ccc(C)cc1	22%	11
COc1ccc(C[C@@H]2CN3C(=NC[C@@H]3C)N2CCNC(=O)c2ccc(C)c(Br)c2)cc1	0%	13
CCCCCCOc1ccc(C(=O)O)cc1	-11%	4
CCC(=O)OC1(C)C(=O)C2=COC(c3ccc(OC)cc3)=CC2=C(Br)C1=O (configuration not stated)	-7%	-22
CCCCNC1CCS(=O)(=O)C1 (configuration not stated)	?	·
COc1cccc(-c2cc(C(=O)NCCc3ccccc3)no2)c1	?	·
O=C1N(CN2CCN(Cc3ccccc3)CC2)c2ccccc2C12OCCCO2	?	·
O=C(Nc1ccc2c(c1)OCO2)c1nn(-c2ccccc2)c(=O)c2ccccc12	?	·
NC(=O)c1ccc(C(=O)N/N=C/c2cccc(Oc3ccccc3)c2)cc1	?	·
O=C(Cn1nnc(-c2ccccc2Cl)n1)N1CCCCC1	i	32
COc1ccc(/C(CC2OC(=O)c3ccccc32)=N\NC(N)=O)cc1 (configuration not stated)	?	·

# Some of the entries so far, with values ahead of the structure.
Lipid storage S3	Lipid storage S3 cell count max	molecule
12%	-11	Cc1ccc(C)c(N2C(=O)CC(Cc3ccc(Cl)cc3)C2=O)c1 (configuration not stated)
13%	7	N#C/C(=N\Nc1ccccc1)C(=N)N1CCCCCC1
?	·	Cn1nnnc1Sc1ncnc2scc(-c3cccc(F)c3)c12
?	·	CCOC(=O)CN1C(=O)C(CC)Oc2ccc(Cl)cc21 (configuration not stated)

# Other structures:
Compound	Lipid storage S3	Lipid storage S3 cell count max
COc1ccc(OC)c(NS(=O)(=O)c2ccc(NC(=O)c3ccc(NS(C)(=O)=O)cc3)cc2)c1	?	·
COc1ccc(C2C(C(C)=O)=C(O)C(=O)N2c2cccnc2)c(OC)c1 (configuration not stated)	9%	12
COc1ccc(NC(=O)c2cccc(S(=O)(=O)N(C)c3ccccc3)c2)cn1	?	·
O=C(c1ccccc1Br)N1CCC(c2nc3ccccc3s2)CC1	10%	-8
O=C(Cc1ccccc1[N+](=O)[O-])N1CCN(S(=O)(=O)c2ccccc2)CC1	?	·
CSc1nc2ccc(S(=O)(=O)N3CCc4ccccc43)cc2s1	?	·
Cn1nnc2cc(C(=O)N3CCCCCC3)ccc21	7%	1
CCC(C)NC(=O)c1ccccc1NC(=O)C1COc2ccccc2O1 (configuration not stated)	7%	-8
CN1CCN(c2ccc(S(=O)(=O)N3CCOCC3)cc2NC(=O)CCc2ccccc2)CC1	-2%	-4
COc1cc(OC)cc(C(=O)NNC(=O)NC2CCCCC2)c1	4%	11
Cc1ccc2nc(C)cc(C(=O)N3CCCC(N4CCN(c5ccccc5C)CC4)C3)c2c1 (configuration not stated)	?	·
COc1cccc(CNC(=O)C2(C)Oc3ccccc3NC2=O)c1 (configuration not stated)	23µM*	11*
Cc1cccc(C(=O)NC2CC3CCC(C2)N3C)c1 (configuration not stated)	29%	2
O=C(NCC1CCN(c2ccc(S(=O)(=O)N3CCOCC3)cc2)CC1)c1ccc(Cl)cc1	?	·
CCc1nnc(NC(=O)C2CSC3(C)CCC(=O)N23)s1 (configuration not stated)	i	-3
O=C(NNC(=O)c1oc2ccccc2c1-n1cccc1)c1ccco1	12%	-1
O=S(=O)(c1ccc(SCc2ccc(Br)cc2)nc1)N1CCOCC1	?	·
CCc1nn(CC(=O)NCCC2=CCCCC2)c(=O)c2cc3cc(F)ccc3n12	?	·
CCn1nc(C(=O)Nc2ccc3nc(C)sc3c2)c2ccccc2c1=O	-24%	18
CCOC(=O)Cn1c(C)c(C#N)c2ccccc21	i	6
CCN1CCN(c2ncc3c(n2)CC(c2cc(OC)c(OC)c(OC)c2)CC3=O)CC1 (configuration not stated)	i	4
COC(=O)c1ccccc1NC(=O)c1ccccc1OC	?	·
COc1ccc(C2CC(=O)Oc3c(C(CCN4CCOCC4)c4cc(OC)c(OC)c(OC)c4)c(OC)cc(OC)c32)cc1 (configuration not stated)	8%	12
Cc1ccc(NC(=S)/N=C(\N)Nc2nc(C)c3cc(C)c(C)cc3n2)cc1C	?	·
CCC(C)NC(=O)[C@@H]1CSC2c3ccccc3C(=O)N21 (some centres not stated)	-2%	11
O=C(O)c1cccnc1NC1CCCC1	21µM*	-16*
c1ccc(CCNc2nc3ccccc3n3nnnc23)cc1	i	-16
O=C1NCCCC1C(=O)N1CCN(C(c2ccccc2)c2ccccc2)CC1 (configuration not stated)	?	·

# These rows are one share of the data; the hit share may differ from the screen's.
